OXTR potentiator: human OXTR potentiators, primary screen, fluorescence, CHO-OTR cells, Fluo-8 calcium. Fluo-8 calcium fluorescence, potentiator mode; 0% = oxytocin EC15, 100% = EC100. Oxytocin receptor (Homo sapiens), P30559. 320,000 tested, 0.061% active. activation, % at 3 µM. AID 2445, 2010;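 active means activation above that plate's cutoff, the mean activation of tested compounds plus 3 SD, cut at about 6.6% in these data, passing the limit was not always enough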;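 further: 100% uses oxytocin at 75 nM as the full agonist control; some results filed as inactive read as strong as hits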
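Assay system: CHO cell line stably expressing human OTR. Reagent: EC15 oxytocin agonist. Dosing: single dose, 3.0 µM nominal final compound concentration. Timing: compound 6 min at room temperature before oxytocin, 100 s read. Signal: kinetic Fluo-8 calcium fluorescence. Controls: oxytocin EC15 low and EC100 high.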
M18AAP inhibitor: PfM18AAP inhibitors, malaria aminopeptidase, primary screen, biochemical, QFRET, recombinant enzyme | inhibition, % at 7.35 µM | 290,000 tested, 1.2% active | H-Glu-NHMec fluorogenic cleavage | M18 aspartyl aminopeptidase (Plasmodium falciparum 3D7);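 active means inhibition above the campaign mean inhibition over all tested compounds plus 3 SD, cut at about 28% in these data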;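 further: 0% = plate median of test compound wells and 100% = 2 mM ZnCl2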
MEKK2 mut-MEK5: MEK5 binding signal on mutant MEKK2 PB1, primary screen, biochemical, multiplex bead flow cytometry, Alexa488-MEK5; percent response, % at 10 µM; 290,000 tested, 0.35% active; AID 1530, 2009; Alexa488-MEK5 binding to MEKK2 mutant; in the data active means percent response above about 24%, passing the limit was not always enough; further: inactives centre near 1; some results filed as inactive read as strong as hits
NALP1 inh: NALP1 inflammasome inhibitors in reconstituted yeast, colorimetric, S. cerevisiae, triplicate retest; S. cerevisiae NALP1/ASC/caspase-1 growth, X-gal OD620, 72 h; inhibition, % at 10 µM; 280,000 tested, 0.61% active; AID 2071, 2009; in the data active means inhibition mostly above about 24%, no sharp cut-off; inactive means mostly below about 32%; further: some compounds called inactive have numbers as strong as hits
GPR7 antag: GPR7 receptor antagonists, primary screen, cell-based, fluorescence, single concentration. GPR7-expressing cells, fluorescence antagonist assay. inhibition, % at 4.4 µM. 290,000 tested, 1.1% active; in the data active means inhibition above about 16%, passing the limit was not always enough;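 further: cells stimulated with the agonist NPW; 0% = agonist with vehicle and 100% = vehicle without agonist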
Target sequence (P48145 whole entry, looked up): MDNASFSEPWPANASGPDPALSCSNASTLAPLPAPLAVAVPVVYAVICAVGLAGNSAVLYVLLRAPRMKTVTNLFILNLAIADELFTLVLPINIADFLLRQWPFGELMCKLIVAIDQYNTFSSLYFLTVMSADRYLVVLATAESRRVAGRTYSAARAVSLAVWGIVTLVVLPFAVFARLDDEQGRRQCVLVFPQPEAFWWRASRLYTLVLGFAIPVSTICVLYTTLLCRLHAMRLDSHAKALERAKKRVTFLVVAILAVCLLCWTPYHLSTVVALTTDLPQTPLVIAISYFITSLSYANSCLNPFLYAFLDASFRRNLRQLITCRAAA
V1R ag counter: agonists of human V1a receptor, primary screen, counter-screen for OXTR agonist project, fluorescence, CHO-V1R cells | Vasopressin V1a receptor (Homo sapiens), P37288 | Fluo-8 calcium fluorescence, agonist mode; 0% DMSO, 100% 3 nM vasopressin | activation, % at 3 µM | 320,000 tested, 0.25% active | AID 2797, 2010;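 active means activation above the mean activation of all tested compounds plus 3 SD, per screening run, cut at about 20% in these data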;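 further: signal is peak over basal fluorescence ratio across a 100 second FLIPR read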
Target sequence (P37288 whole entry, looked up): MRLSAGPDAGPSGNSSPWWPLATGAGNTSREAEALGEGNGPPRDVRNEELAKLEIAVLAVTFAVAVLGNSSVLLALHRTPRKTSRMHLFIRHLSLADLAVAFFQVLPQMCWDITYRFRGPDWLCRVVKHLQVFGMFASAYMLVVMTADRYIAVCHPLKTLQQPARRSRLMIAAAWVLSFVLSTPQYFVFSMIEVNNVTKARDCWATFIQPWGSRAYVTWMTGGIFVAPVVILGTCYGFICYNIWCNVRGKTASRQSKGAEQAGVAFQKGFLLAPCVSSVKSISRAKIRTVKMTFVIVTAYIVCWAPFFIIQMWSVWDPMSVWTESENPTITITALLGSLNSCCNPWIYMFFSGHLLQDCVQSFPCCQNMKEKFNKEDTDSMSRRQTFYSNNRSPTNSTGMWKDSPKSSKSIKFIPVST
MEKK2 WT-MEK5: modulators of MEK5 binding to wildtype MEKK2, primary screen, biochemical, multiplex bead flow cytometry, Alexa488-MEK5. Mitogen-activated protein kinase kinase kinase 2 (Homo sapiens), Q9Y2U5. Alexa488-MEK5 binding to MEKK2 WT; actives lie on both sides. binding response (% of control), % at 10 µM. 290,000 tested, 1.1% active. AID 1531, 2009; in the data active means binding response below about 67% or above about 130%
OXTR agonist: human OXTR agonists, primary screen, fluorescence, CHO-OTR cells, Fluo-8 calcium | Fluo-8 calcium fluorescence; normalized: DMSO 0%, oxytocin 100% | activation, % at 3 µM | 320,000 tested, 0.32% active;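 active means activation above the mean of all tested compounds plus 3 SD, cutoff set per screening run, cut at about 20% in these data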;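 further: peak over basal fluorescence ratio from a 100 s FLIPR kinetic read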
GalR3 antag: GalR3 antagonists in HEK293 cells, primary screen, cell-based, fluorescence readout; Galanin receptor type 3 (Homo sapiens), O60755; HEK293 GalR3-CNG cAMP membrane potential fluorescence; galR3 body fused to GalR1 C-terminus; inhibition, % at 3 µM; 360,000 tested, 0.44% active; AID 651719, 2012;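 active means inhibition above the screen-wide average plus 3 SD, cut at about 13% in these data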;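 further: forskolin and galanin both at EC90 stimulate the cells; cAMP rise reported by CNG channel membrane potential dye signal; 0% = forskolin plus galanin with DMSO and 100% = forskolin alone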
Target sequence (O60755 1-299 limits assumed): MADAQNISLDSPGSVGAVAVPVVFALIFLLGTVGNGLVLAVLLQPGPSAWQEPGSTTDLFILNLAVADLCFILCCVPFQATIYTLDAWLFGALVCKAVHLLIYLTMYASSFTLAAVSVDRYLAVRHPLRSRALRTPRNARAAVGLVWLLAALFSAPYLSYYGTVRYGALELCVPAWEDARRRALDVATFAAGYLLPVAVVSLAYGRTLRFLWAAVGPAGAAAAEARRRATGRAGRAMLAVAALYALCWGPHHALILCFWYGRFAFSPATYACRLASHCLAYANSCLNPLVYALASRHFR
* hit, by the source's call; . = no result given.

SMILES | OXTR potentiator | M18AAP inhibitor | MEKK2 mut-MEK5 | NALP1 inh | GPR7 antag | V1R ag counter | MEKK2 WT-MEK5 | OXTR agonist | GalR3 antag
Cc1cc(OC(=O)c2cc(Cl)ccc2Cl)c([N+](=O)[O-])c(=O)[nH]1 | 0 | -5 | 3 | 11 | -9 | 0.7 | 105 | 0.1 | 0
CC(C)(C)C1CCC(=NNC(=O)c2ccc(Br)o2)CC1 (stereo unspecified) | -2 | 0 | 3 | 28 | -7 | -0.5 | 104 | -0.7 | -1
CC(Sc1ccc(Cl)cc1)C(=O)NNC(=O)c1csc(N2CCOCC2)n1 (stereo unspecified) | -8 | -3 | 3 | 14 | 0 | 2.2 | 101 | 1.3 | -3
C[C@H]1COC(=O)[C@H](Cc2ccc(F)cc2)C/C=C\C[C@@H](CC(=O)NCCO)C(=O)N1 | -3 | . | . | . | . | 1.1 | . | 1.6 | -1
O=C(COC(=O)CCc1ccc(S(=O)(=O)N2CCOCC2)cc1)NCc1ccccc1Cl | -5 | -14 | -7 | 10 | -1 | 5.3 | 100 | 5.1 | -6
CC(C)NC(=O)Nc1cccc2c1O[C@H](CN(C)S(=O)(=O)c1ccccc1)[C@@H](C)CN([C@H](C)CO)C2=O | -4 | . | . | . | . | -0.7 | . | -0.3 | 3
CCN(CC)CCNC(=O)c1c(O)c2c([nH]c1=O)CCCC2 | -1 | -1 | 4 | 19 | 5 | -0.1 | 99 | 0.4 | -5
Cc1nc(-c2nc(-c3c(C(=O)NNC(=O)Nc4ccccc4)noc3C)cs2)cs1 | -3 | 24 | -1 | 7 | -4 | 0.7 | 100 | -3.7 | 1
O=C(CSc1nnc(-c2cccnc2)o1)Nc1ccccn1 | -15 | -9 | -3 | -26 | -9 | 0.7 | 100 | 0.3 | -4
O=C(NC(c1ccccc1)c1ccccc1)C1CCCC1 | 12* | 0 | 7 | 1 | -2 | -1.1 | 104 | -1.5 | -6
CN1/C(=C\C(=O)c2cccnc2)Sc2ccccc21 | -2 | 20 | 4 | 13 | -3 | -1.3 | 103 | -2.8 | -7
Cc1cc2nc(-c3ccc4c(c3)CCC4)ccn2n1 | -6 | -9 | 0 | 10 | -18 | -1.0 | 84 | -2.1 | -6

Given with each value named: 4 of the compounds above
> CC(C)NC(=O)Nc1cccc2c1O[C@H](CN(C)S(=O)(=O)c1ccccc1)[C@@H](C)CN([C@H](C)CO)C2=O
  OXTR potentiator: -4; M18AAP inhibitor: .; MEKK2 mut-MEK5: .; NALP1 inh: .; GPR7 antag: .; V1R ag counter: -0.7; MEKK2 WT-MEK5: .; OXTR agonist: -0.3; GalR3 antag: 3

> CCN(CC)CCNC(=O)c1c(O)c2c([nH]c1=O)CCCC2
  OXTR potentiator: -1; M18AAP inhibitor: -1; MEKK2 mut-MEK5: 4; NALP1 inh: 19; GPR7 antag: 5; V1R ag counter: -0.1; MEKK2 WT-MEK5: 99; OXTR agonist: 0.4; GalR3 antag: -5

> Cc1nc(-c2nc(-c3c(C(=O)NNC(=O)Nc4ccccc4)noc3C)cs2)cs1
  OXTR potentiator: -3; M18AAP inhibitor: 24; MEKK2 mut-MEK5: -1; NALP1 inh: 7; GPR7 antag: -4; V1R ag counter: 0.7; MEKK2 WT-MEK5: 100; OXTR agonist: -3.7; GalR3 antag: 1

> O=C(CSc1nnc(-c2cccnc2)o1)Nc1ccccn1
  OXTR potentiator: -15; M18AAP inhibitor: -9; MEKK2 mut-MEK5: -3; NALP1 inh: -26; GPR7 antag: -9; V1R ag counter: 0.7; MEKK2 WT-MEK5: 100; OXTR agonist: 0.3; GalR3 antag: -4

Going on with the list:
SMILES | OXTR potentiator | M18AAP inhibitor | MEKK2 mut-MEK5 | NALP1 inh | GPR7 antag | V1R ag counter | MEKK2 WT-MEK5 | OXTR agonist | GalR3 antag
CC(=O)N1CCC2(CC1)CC(=O)c1cc(OCC(=O)NCc3ccc(C)cc3)ccc1O2 | -3 | -5 | 7 | . | -14 | 0.7 | 110 | 1.1 | -7
O=C(O)c1cc(-c2cccc([N+](=O)[O-])c2)nc2ccccc12 | -8 | -3 | -7 | -13 | -3 | 0.4 | 98 | -0.7 | 1
COc1ccc(OCCCC(=O)Nc2nccs2)cc1 | -12 | 0 | -3 | 14 | 7 | -1.3 | 91 | -0.8 | -3
COc1ccc(N(C(=O)c2snc(C(N)=O)c2N)C(C(=O)NCc2ccccc2)c2ccc(O)cc2)cc1OC (stereo unspecified) | . | 4 | 1 | 19 | -1 | . | 96 | . | -7
Cc1cc(C(=O)NCc2ccc(F)cc2)n(-c2ccccc2)n1 | -3 | -4 | -1 | 16 | -12 | -0.3 | 101 | 0.5 | -3
Cn1c(SCC(=O)c2ccccc2)nnc1C1COc2ccccc2O1 (stereo unspecified) | -10 | 2 | -9 | 1 | 0 | -0.2 | 100 | -0.8 | 0
Cc1ccc(Sc2c(C)nn(C(=O)C3CC3)c2C)cc1 | -3 | -12 | 1 | 21 | -4 | 0.1 | 109 | -0.8 | 2
O=C(N/N=C/c1ccco1)C1CCCC1 | -1 | 0 | 8 | -1 | -11 | 0.0 | 109 | 2.9 | .
CCOC(=O)N1CCN(S(=O)(=O)c2ccc(OC)c(OC)c2)CC1 | 5 | -15 | 1 | -168 | 0 | 0.0 | 98 | 0.3 | -3
O=C(NCCCc1ccccc1)C1CCN(c2nnc(-n3cccc3)s2)CC1 | -4 | -8 | 3 | 10 | 2 | -0.5 | 105 | -1.9 | 7
CCOC(=O)c1ccc(NC(=O)c2nc[nH]c2C(=O)N2CCC(C)CC2)cc1 | 1 | . | 3 | . | . | 0.4 | 76 | -0.9 | -5
CC(=O)N1CCc2cc(Br)cc(S(=O)(=O)N3CCN(C(=O)c4ccco4)CC3)c21 | -11 | 1 | 1 | 20 | -12 | -0.7 | 101 | -0.7 | 3
CCOC(=O)C1(Cc2cccc(OC)c2)CCN(Cc2cnc(C)s2)CC1 | -10 | -1 | -9 | 9 | -16 | 1.4 | 88 | 0.7 | -5
Cc1ccc(C)c(NC2CCCCC2NS(=O)(=O)c2ccccc2)c1 (stereo unspecified) | -11 | -5 | -9 | 14 | -15 | -1.2 | 88 | -3.1 | 0
CC(=O)N1c2ccc(S(=O)(=O)N3CCC(C(=O)NC(C)c4ccccc4)CC3)cc2CC1C (stereo unspecified) | -6 | 5 | 5 | 27 | -6 | 0.5 | 103 | -0.7 | 6
COc1ccc(NC(=O)c2nn(C)c(C(=O)Nc3ccc(OC)cc3)c2[N+](=O)[O-])cc1 | -8 | 1 | 9 | -10 | -3 | 4.4 | 113 | 4.9 | -9
Cc1cnn(C(=S)NCc2ccco2)c1 | 4 | 13 | 2 | 2 | -7 | -0.1 | 101 | 0.4 | 2
Cc1cccc(N2CCN(C(=O)CCS(=O)(=O)c3ccc4c(c3)NC(=O)C(C)S4)CC2)c1C (stereo unspecified) | -8 | -6 | -2 | 14 | -15 | 3.0 | 96 | 2.6 | -9
O=Cc1cn(CC(=O)N2CCCCCC2)c2ccccc12 | -12 | -7 | -17 | . | -1 | 0.5 | 93 | -0.4 | 19*
COc1ccc(NC(=O)CS(=O)CC(=O)NCC2OCCc3ccccc32)cc1 (stereo unspecified) | -9 | -1 | 0 | 3 | -5 | -1.1 | 96 | -1.0 | 0
O=C(OCc1nc2ccccc2[n+]([O-])c1C(=O)c1ccccc1)c1cccs1 | -1 | -1 | -2 | 20 | -3 | -0.5 | 95 | -1.2 | -4
COc1ccc(OC)c(N=c2oc3cc(O)ccc3cc2C(N)=O)c1 | -5 | 6 | -3 | 8 | 0 | 1.6 | 93 | 0.2 | -4
Cn1cc(CN2CCN(CC(C)(C)C)C(CCO)C2)c2ccccc21 (stereo unspecified) | -7 | 3 | 4 | -2 | 1 | 2.3 | 109 | 9.2 | -2
COc1ccc(S(=O)(=O)N2CC(C)N(C(=O)N(C)C)C2C(C)C)cc1 (stereo unspecified) | -3 | -2 | 2 | 7 | -1 | 0.8 | 98 | 0.0 | -10

Further compounds.
Sequence of screens: OXTR potentiator	M18AAP inhibitor	MEKK2 mut-MEK5	NALP1 inh	GPR7 antag	V1R ag counter	MEKK2 WT-MEK5	OXTR agonist	GalR3 antag
- Cn1nnnc1SCC(=O)Nc1cccc(S(=O)(=O)N2CCCCC2)c1
    -8	.	.	.	.	2.1	.	3.0	-1
- O=C(CC1CCCC1)NCCS(=O)(=O)N1CCN(c2ccc(F)cc2)CC1
    -6	.	.	.	.	2.9	.	0.6	-1
- CC(C)=CCOc1ccc2ccc(=O)oc2c1
    0	10	8	-3	-6	-1.1	108	-1.8	3
- Cc1cc(C)cc(NC(=O)Cn2c(-c3ccccc3Cl)nc3ccccc32)c1
    -11	-1	12	14	-3	1.8	101	2.0	0
- O=C(NCC1CCS(=O)(=O)C1)NCC1CCS(=O)(=O)C1 (stereo unspecified)
    -6	-13	2	-3	-16	1.1	102	0.1	-3
- CC(=O)c1sc(NC(=O)c2ccc(Cn3cc(Br)cn3)o2)nc1C
    -4	-4	10	.	0	-0.5	109	-1.4	6
- COC(=O)c1sccc1-n1cc(C#N)c(=O)n(C)c1=O
    -7	4	0	7	0	-1.9	95	0.7	5
- Cc1cccc(Nc2nnc(SCC(=O)Nc3ncc(C(F)(F)F)cc3Cl)s2)c1C
    -11	3	19	8	-5	2.5	102	-1.6	2
- CCCS(=O)(=O)N1CCCC(C(=O)NC2CCCCC2)C1 (stereo unspecified)
    -10	4	-2	-5	-2	-0.3	101	0.0	0
- O=C(NCc1ccccc1Cl)c1ccc(-c2ccccc2)cc1
    -3	0	-3	30	-10	-1.1	97	-2.9	-2
- CC(OC(=O)C1=COCCO1)C(=O)NC1(C#N)CCCCC1 (stereo unspecified)
    3	.	.	.	.	0.6	.	1.0	-6
- CSc1nc(C)c2c(n1)N(c1ccc(O)cc1)CC2
    -7	11	-1	17	-8	-0.9	107	-1.7	-1
- COc1ccc(OCc2nc(C#N)c(N3CCN(c4ccc(OC)cc4)CC3)o2)cc1
    .	4	-6	6	43*	.	101	.	-1
- C/C(=N/NC(=O)CNC(=O)C1COc2ccccc2O1)c1ccc2c(c1)OCCO2 (stereo unspecified)
    -10	-5	-13	-10	-2	-0.3	95	-0.7	-2

Screening results (PubChem BioAssay)
